Compound activity as filed in PubChem BioAssay.
NR2E3 ag-1: agonists of human NR2E3 nuclear receptor; Q9Y5X4; CHO-S Gal4-NCOR/VP16-NR2E3 two-hybrid, luciferase; inhibition of corepressor binding, % at 3.98 µM; actives 0.35% (n = 360,000); AID 602229;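 active means inhibition above the mean of all tested compounds plus 3 SD, cut at about 70% in these data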;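 further: 0% = DMSO with NR2E3 transfected cells and 100% = cells lacking NR2E3 construct; higher means lower luciferase signal from less NR2E3 corepressor binding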
Target sequence (Q9Y5X4 whole entry, looked up, the tested form may be a part): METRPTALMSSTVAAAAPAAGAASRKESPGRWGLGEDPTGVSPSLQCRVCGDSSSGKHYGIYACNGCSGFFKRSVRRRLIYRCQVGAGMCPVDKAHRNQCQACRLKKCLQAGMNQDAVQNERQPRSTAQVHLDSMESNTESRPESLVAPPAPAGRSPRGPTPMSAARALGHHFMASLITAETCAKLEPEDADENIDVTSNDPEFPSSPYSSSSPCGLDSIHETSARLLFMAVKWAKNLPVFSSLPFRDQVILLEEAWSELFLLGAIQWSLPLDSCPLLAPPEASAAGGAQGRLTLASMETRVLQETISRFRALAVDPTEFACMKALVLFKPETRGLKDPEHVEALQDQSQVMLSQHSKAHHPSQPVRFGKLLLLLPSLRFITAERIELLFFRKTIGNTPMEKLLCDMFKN
Peg3 prom inh: Peg3 promoter activity inhibition; HeLa PEG-Prom luciferase reporter, luminescence, overnight; inhibition, % at 20 µM; actives 1.7% (n = 360,000);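 active means inhibition of at least 50% at 20 µM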
iPSC survival up: increases survival of single human iPS cells. actives 0.044% (n = 360,000). survival enhancement, % at 20 µM. hiPSC single-cell survival, ATPlite luminescence; 100% = ROCK inhibitor wells, 0% = DMSO; in the data active means survival enhancement above about 18%;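 further: cells exposed to compounds for 16 hours before the ATP read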
HIF-2a inh: HIF-2a inhibition; actives 0.72% (n = 360,000); AID 624352; inhibition, % at 18.8 µM; 786-0 RCC cells HIF-2a reporter, luciferase luminescence, overnight;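 active means inhibition of the luminescence signal of 40% or more relative to plate controls, in a single-dose primary screen at 18.75 µM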
TRPM1 prom inh: MITF TRPM1 promoter inhibition in SK-MEL-5 cells. AID 488899. actives 0.83% (n = 330,000). SK-MEL-5 TRPM1 promoter luciferase, 24 h. inhibition, % at 12.5 µM;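 active means mean inhibition across replicates of 60% or more, whatever share of single replicates reaches that level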; further: values of inactives mirror those of a sister screen read the other way
CaV13 ICDI inh: Disruptors of the CACNA1D IQ motif to Ca2+-dependent inactivation inhibitor domain association, primary screening, Förster resonance energy transfer in intact living …. actives 0.098% (n = 340,000). inhibition, % at 12.3 µM. AID 743397. HEK cells, CFP/YFP FRET ICDI-IQ, plate reader, 10 min; percent FRET-ratio fall versus neutral wells;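 active means mean replicate inhibition of at least 30% and at least 1% of replicates passing that level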;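 further: 0% = median of the neutral control wells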
Vif inh: inhibitors of HIV Vif. actives 0.35% (n = 340,000). inhibition, % at 7.49 µM. HEK293T cells, Vif self-association by quenched fluorescence, imaging, 24 h; in the data active means inhibition above about 50%, passing the limit was not always enough; further: some results filed as inactive read as strong as hits
Granule exo inh: blocks lytic granule exocytosis; TALL-104 LAMP-1 surface exposure, flow cytometry; cells stimulated with thapsigargin and PMA; inhibition, % at 10 µM; actives 0.66% (n = 360,000);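 active means inhibition above about 55%, limit read from the data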
PDI inh: blocks human protein disulfide isomerase activity | PDI insulin aggregation turbidity, A650, 90 min | inhibition, % at 10 µM | actives 0.052% (n = 350,000);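 active means mean inhibition across replicates of 30% or more, whatever share of single replicates reach that level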;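 further: absorbance from insulin aggregation driven by PDI reduction with DTT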
Target sequence (P07237 whole entry, looked up): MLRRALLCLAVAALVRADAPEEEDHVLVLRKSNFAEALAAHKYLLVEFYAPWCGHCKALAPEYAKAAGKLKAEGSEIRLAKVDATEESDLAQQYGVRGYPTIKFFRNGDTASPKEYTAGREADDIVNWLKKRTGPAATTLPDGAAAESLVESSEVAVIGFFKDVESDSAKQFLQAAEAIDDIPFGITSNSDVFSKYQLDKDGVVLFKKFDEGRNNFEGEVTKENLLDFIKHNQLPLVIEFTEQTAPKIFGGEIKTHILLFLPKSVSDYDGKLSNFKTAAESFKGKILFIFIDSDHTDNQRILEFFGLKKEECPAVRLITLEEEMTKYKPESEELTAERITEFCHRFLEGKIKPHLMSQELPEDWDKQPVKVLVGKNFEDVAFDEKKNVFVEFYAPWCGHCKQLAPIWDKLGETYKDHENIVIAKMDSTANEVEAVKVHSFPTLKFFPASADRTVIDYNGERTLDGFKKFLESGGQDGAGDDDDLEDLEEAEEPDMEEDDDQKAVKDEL
NR2E3 ag-2: agonists of human nuclear receptor NR2E3; Q9Y5X4; inhibition of corepressor binding, % at 4.78 µM; GST-NR2E3/biotin-RetCOR TR-FRET, 1536-well; AID 2300; actives 0.12% (n = 320,000);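 active means percent inhibition above the cutoff of mean plus 3 SD of all tested compounds, set per screening campaign, cut at about 20% in these data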;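 further: 0% = DMSO wells and 100% = biotin wells as full block of FRET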
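Material: NR2E3–RetCOR corepressor complex | Quantity: 1.35 nM GST-tagged NR2E3 final | Schedule: 5 h at 4 °C | Replication: Singlicate compound wells | Reagent: RetCOR corepressor, biotinylated, 7 nM | Controls: Biotin wells as high control, 0.6% DMSO wells as low control | Signal: TR-FRET, Eu(K)-anti-GST donor, streptavidin-D2 acceptor, ex 340, em 617/671 nm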
aDG glyco act: alpha-DG glycosylation activation; actives 0.22% (n = 360,000); activation, % at 10 µM; Pro5-aDG cells, alpha-DG glycosylation AlphaScreen (IIH6); 0% Pro5, 100% B10-LARGE cell signal;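 active means activation of at least 8% versus controls, or a plate z-score of at least 8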;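 further: Pro5 are CHO cells carrying HIG-tagged alpha-DG that lacks glycosylation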
* marks the source's active call; other numbers are inactive results; nt = not tested or not shown.

(1) COc1cc(/C=C/C(=O)O)cc(S(=O)(=O)Nc2ccccc2C(=O)NCc2ccco2)c1OC
(2) CCOC(=O)c1c(-c2cccs2)csc1NC(C)=O
(3) O=C(COC(=O)/C=C/c1ccc(Cl)cc1)NC1CC1
(4) COc1cccc(CN2CCC2(C)C(=O)Nc2cccc(Oc3ccccc3)c2)c1OC (configuration not stated)
(5) COc1ccc(NC(=O)c2sc3nc(N4CCCC4)c4c(c3c2N)CC(C)(C)OC4)c(OC)c1
(6) COc1ccc(C(=O)Nc2nnc(C)s2)cc1S(=O)(=O)N1CCOCC1
(7) O=C(O)CCN1C(=O)/C(=C/c2cn(-c3ccccc3)nc2-c2cccs2)SC1=S
(8) O=c1c(CN2CCN(c3ccccn3)CC2)coc2ccccc12

assay / compound | 1 | 2 | 3 | 4 | 5 | 6 | 7 | 8
aDG glyco act | -0.3 | 0.0 | 0.4 | 0.1 | -0.5 | 0.1 | 0.3 | -0.3
CaV13 ICDI inh | -5 | -5 | -5 | -11 | -7 | -5 | -5 | 4
TRPM1 prom inh | -6 | -4 | 2 | nt | 8 | -1 | -4 | -7
NR2E3 ag-2 | nt | 3 | nt | nt | 4 | -1 | nt | 2
NR2E3 ag-1 | 11 | -29 | 1 | -11 | -30 | -13 | -19 | -22
Peg3 prom inh | 4 | 12 | -3 | 13 | 22 | 9 | 4 | 0
Granule exo inh | -26 | 0 | 11 | 3 | 1 | -8 | 1 | -2
PDI inh | -5 | -13 | -4 | 3 | 4 | -9 | 13 | -7
HIF-2a inh | 9 | 7 | -11 | 13 | -11 | -1 | -11 | -9
Vif inh | 4 | -2 | 3 | -8 | 3 | -3 | 4 | 5
iPSC survival up | 1.4 | 2.1 | -0.6 | -0.7 | 0.4 | 0.9 | -1.9 | 1.0

(9) CCN1C(=O)C(NC(C)=O)c2cc(Br)ccc21 (configuration not stated)
(10) O=C(COc1cccc(OC(F)F)c1)Nc1ccc(SC(F)F)cc1
(11) Cc1ccc(NC(=O)c2ccc3c(c2)[nH]c(=O)n3C(C)C)cc1
(12) CCCN(CCC)C(=O)C1CCC(CNS(=O)(=O)c2cccc3nsnc23)CC1 (configuration not stated)
(13) Cc1nn(CC(=O)NC(C)c2ccccc2)c(=O)c2ccccc12 (configuration not stated)
(14) Nc1nc(SCc2ccccc2)c2ncn(Cc3ccccc3)c2n1
(15) O=C(N1CCOCC1)N1CCC(n2nnc3ccccc32)CC1
(16) CCOC(=O)C1=C(C)NC(=S)NC1c1ccc(-c2cccc(Cl)c2C)o1 (configuration not stated)

assay / compound | 9 | 10 | 11 | 12 | 13 | 14 | 15 | 16
aDG glyco act | -0.3 | 0.1 | 0.6 | 0.0 | -0.2 | 0.1 | -0.1 | 0.1
CaV13 ICDI inh | -2 | -4 | -4 | -16 | -6 | -6 | -4 | -4
TRPM1 prom inh | -6 | -5 | -15 | -15 | -1 | -8 | 9 | 10
NR2E3 ag-2 | 1 | 0 | -1 | -2 | 4 | nt | -1 | -2
NR2E3 ag-1 | -4 | -9 | -36 | -9 | 15 | -26 | -7 | -19
Peg3 prom inh | 11 | -24 | -48 | 6 | -4 | -24 | 8 | 18
Granule exo inh | 0 | 3 | -1 | 3 | -2 | -10 | -3 | 0
PDI inh | 5 | 0 | -2 | 1 | 1 | -7 | 0 | -24
HIF-2a inh | 18 | -51 | -54 | -6 | 20 | -106 | 22 | 8
Vif inh | 8 | nt | -11 | -4 | 10 | 0 | 2 | -4
iPSC survival up | -0.4 | 3.3 | -2.3 | 0.4 | -0.6 | -0.6 | 5.2 | -4.5

(17) Cc1ccc(-c2nc3ccccc3s2)cc1NC(=S)NC(=O)/C=C/c1ccco1
(18) COc1ccc(CC(=O)Nc2nnc(C(C)(C)C)s2)cc1OC
(19) CCOC(=O)C1CCCN(c2c(NCC3CCCN3CC)c(=O)c2=O)C1 (configuration not stated)
(20) CCCn1nnc(NC(=O)/C=C/c2cc(Br)ccc2OC)n1
(21) CCN1CCN(S(=O)(=O)c2cccc([N+](=O)[O-])c2)CC1
(22) Cc1cc(C(=O)COC(=O)c2cccc(O)c2)c(C)n1C1CC1
(23) CC(C)(C)n1nc2c(c1NC(=O)COc1ccc3ccccc3c1)CS(=O)(=O)C2
(24) O=C(Cc1cccs1)Nc1ccc(F)cc1F

assay / compound | 17 | 18 | 19 | 20 | 21 | 22 | 23 | 24
aDG glyco act | -0.5 | 0.4 | -0.1 | -0.1 | 0.0 | 0.8 | 0.2 | -0.2
CaV13 ICDI inh | nt | -5 | -6 | 12 | nt | -5 | -5 | -7
TRPM1 prom inh | 20 | 1 | 4 | -5 | 14 | -11 | 0 | 2
NR2E3 ag-2 | 1 | -2 | -2 | -1 | 0 | 0 | 1 | -1
NR2E3 ag-1 | -103 | -31 | 6 | -10 | 17 | 7 | -13 | -34
Peg3 prom inh | -294 | 10 | -2 | 20 | -6 | -89 | 13 | 4
Granule exo inh | 0 | -1 | -1 | -1 | 1 | -3 | 4 | -2
PDI inh | 2 | 2 | -6 | 3 | 15 | -2 | 0 | 2
HIF-2a inh | -274 | 10 | -2 | -15 | -2 | -122 | 17 | 1
Vif inh | -2 | 2 | 11 | -4 | 8 | 1 | -15 | -6
iPSC survival up | -0.8 | -2.8 | 3.2 | 0.6 | -2.1 | -0.5 | 1.8 | -0.4

(25) Cc1cc(C(=O)NNC(=O)CN2C(=O)NC3(CCCCC3)C2=O)c(C)o1
(26) CC(OC(=O)CC1CC2CCC1C2)C(=O)Nc1ccc(N2CCOCC2)cc1 (configuration not stated)
(27) COC(=O)c1ccccc1C(=O)c1ccc2c(c1)NC(=O)CO2
(28) Cc1cc(N2CCN(C)CC2)nc2ccc(NC(=S)NCc3cccs3)cc12
(29) CC(C)(C)c1cc(/C=N/NC(=O)Cc2nc3ccccc3[nH]2)cc(C(C)(C)C)c1O
(30) COC(=O)C(CC(C)C)Oc1ccc2c(C)cc(=O)oc2c1 (configuration not stated)
(31) CCN(C(=O)CSc1n[nH]c(N)n1)C1CCCCC1
(32) CC(C)(C)C(=O)CSc1ncccn1

assay / compound | 25 | 26 | 27 | 28 | 29 | 30 | 31 | 32
aDG glyco act | -0.1 | -0.3 | 0.0 | 0.9 | -0.2 | -0.2 | 0.1 | -0.2
CaV13 ICDI inh | -17 | -7 | -2 | -2 | nt | -6 | -3 | 1
TRPM1 prom inh | nt | -4 | 4 | -11 | -1 | 1 | -1 | 5
NR2E3 ag-2 | 3 | -1 | -1 | 3 | 3 | -1 | nt | 1
NR2E3 ag-1 | 9 | 23 | -32 | -10 | 7 | -8 | -11 | -16
Peg3 prom inh | 1 | -29 | 21 | -14 | 13 | 7 | -7 | 8
Granule exo inh | 12 | 3 | 0 | 8 | 0 | 0 | 1 | -2
PDI inh | -2 | -2 | 6 | 4 | -5 | -5 | -5 | -3
HIF-2a inh | -6 | -20 | 20 | -56 | 26 | 8 | 2 | 5
Vif inh | -3 | 0 | -5 | -2 | -1 | -2 | 0 | -8
iPSC survival up | -0.6 | 0.4 | 0.1 | -0.2 | 2.4 | -0.5 | -0.5 | 0.3

(33) CCc1nc2c(OCC(=O)C(C)(C)C)cccn2c1N(C)C(=O)CC(C)C
(34) Cc1ccc(NC(=O)c2ccc(NS(=O)(=O)c3ccc4[nH]c(=O)[nH]c4c3)cc2)nc1
(35) COc1ccccc1NC1=NC(c2ccc(Cl)cc2)N=C(N)N1 (configuration not stated)
(36) CS(=O)(=O)c1cnc2c(S(=O)(=O)c3ccccc3)cnn2c1N
(37) NC(=O)C1CCN(C(=O)c2cc(Cl)c3c(c2)OCCO3)CC1
(38) CCOC(=O)N1CCC(NC(=O)c2ccc3c(=O)n4c(nc3c2)CCCC4)CC1
(39) COc1ccccc1OCCNC(=O)CN1C(=O)NC2(CCCC2)C1=O
(40) OCCN(CCO)CC(O)CN1c2ccccc2Sc2ccccc21 (configuration not stated)

assay / compound | 33 | 34 | 35 | 36 | 37 | 38 | 39 | 40
aDG glyco act | 0.4 | -0.2 | 0.0 | -0.3 | 0.0 | -0.2 | 0.0 | -0.1
CaV13 ICDI inh | -6 | -5 | -5 | -6 | -7 | -5 | -6 | nt
TRPM1 prom inh | nt | -6 | 34 | 2 | -13 | 8 | 8 | -13
NR2E3 ag-2 | nt | -2 | 0 | -1 | nt | 3 | nt | -3
NR2E3 ag-1 | -14 | -1 | -23 | -26 | -3 | -18 | -3 | -8
Peg3 prom inh | 1 | -10 | 8 | 1 | 15 | 8 | 4 | -3
Granule exo inh | -5 | -2 | -8 | 2 | 2 | 3 | 9 | 3
PDI inh | -1 | -9 | 5 | 9 | 3 | 0 | 5 | 0
HIF-2a inh | 3 | 11 | 25 | 11 | 20 | -2 | 16 | 15
Vif inh | -3 | 18 | -15 | -9 | 1 | 1 | 3 | -3
iPSC survival up | 0.9 | -0.1 | -1.7 | -0.4 | -1.0 | -0.3 | -0.3 | -0.7

(41) Cc1cc(C)nc(/N=C(\N)Nc2ccc(SC(F)F)cc2)n1
(42) COc1ccc(C2CC(=O)C=C(NC3CCCC3)C2)cc1 (configuration not stated)
(43) CC(=O)CCc1ccc(OCC(O)CNCCOc2ccc(C)cc2)cc1 (configuration not stated)
(44) Cc1n[nH]c(=O)c2c(NC(=O)CSc3nn(-c4ccccc4)c(=S)s3)oc(C)c12
(45) CC1CN(/C(=N\S(=O)(=O)c2ccccc2)c2ccccc2)CC(C)O1 (configuration not stated)
(46) COc1ccccc1CNC(=O)C1CCCC1
(47) CCOC(=O)C1=C(CC)Nc2ccccc2N=C1NC(=O)c1ccc(S(=O)(=O)N2CCOCC2)cc1

assay / compound | 41 | 42 | 43 | 44 | 45 | 46 | 47
aDG glyco act | 2.0 | -0.1 | 0.0 | -0.3 | -0.2 | -0.2 | -0.3
CaV13 ICDI inh | -15 | -5 | -2 | -7 | -16 | -4 | -5
TRPM1 prom inh | -4 | 4 | -1 | 3 | 1 | 5 | -10
NR2E3 ag-2 | 3 | 3 | 0 | -6 | 6 | 1 | -1
NR2E3 ag-1 | -10 | -27 | -12 | -13 | 22 | -20 | 5
Peg3 prom inh | -2 | 3 | 8 | 7 | 5 | -20 | 13
Granule exo inh | -4 | -7 | 7 | -1 | -1 | -5 | 10
PDI inh | -4 | 2 | 5 | -10 | 0 | -1 | 4
HIF-2a inh | -37 | -15 | 1 | 0 | 7 | -9 | 4
Vif inh | 14 | 15 | 10 | 8 | 0 | 5 | -6
iPSC survival up | -0.6 | 1.5 | 0.7 | -0.3 | 0.7 | -0.3 | 0.7
